Assay outcomes: PubChem BioAssay, several laboratories
ADAM10 inh – ADAM10 inhibition, QFRET primary screen. AID 720582. inhibition, % at 7 µM. recombinant ADAM10, EDANS/DABCYL FRET peptide cleavage, 3 h. O14672. actives 0.62% (n = 370,000);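 active means inhibition above a per-campaign cutoff equal to the mean of compounds falling between control-based bounds plus 3 SD, cut at about 20% in these data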;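 further: 0% = DMSO wells while the 100% control is not disclosed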
FXN GAA850 act – increases GAA850 frataxin promoter reporter activity; actives 0.56% (n = 360,000); HEK293 lucGAA850 FXN promoter luciferase reporter, 24 h; percent of 10 µM SAHA response; activation, % at 6 µM;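 active means activation above the average of all compounds screened plus 3 SD, cutoff fixed separately per campaign, cut at about 7.5% in these data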;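 further: 0% = DMSO wells and 100% = 10 µM SAHA wells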
DDE Tn6 FP inh – DD(E)-Tn6 binding inhibition, primary FP screen; P02675; Fibrin DD(E) TRITC-Tn6 fluorescence polarization displacement; inhibition, % at 8.3 µM; actives 0.21% (n = 370,000);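 active means inhibition above a per-campaign cutoff: mean of compounds within control limits plus 3 SD, cut at about 15% in these data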;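 further: 0% = median of all compound wells on the plate and 100% = blocking peptide control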
ARFGAP1 inh – inhibits rat ARF GTPase activating protein 1; Arfgap1-stimulated ARF1 GTP hydrolysis, GDP FP detection; inhibition, % at 16.5 µM; actives 0.26% (n = 360,000);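 active means inhibition above a per-plate limit, mean inhibition of low control wells plus 3 SD, cut at about 25% in these data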;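 further: 0% = DMSO wells with enzyme and 100% = wells lacking Arfgap1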
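system = rat Arfgap1 catalytic domain, aa 1-136 | technique = FP, GDP Alexa 633 tracer displaced from anti-GDP antibody, 620/688 nm | compound = one concentration, 16.5 µM, DMSO 1.26% | medium = HEPES-based buffer, pH 7.5 | timing = compound-enzyme preincubation 20 min, reaction 120 min, detection 60 min, 25 °C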
proKLK7 act – activates the human kallikrein-7 zymogen; activation, % at 7 µM; actives 0.9% (n = 370,000); purified proKLK7, EDANS-DABCYL substrate fluorescence; 100% is mature enzyme control, 0% vehicle; P49862;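 active means activation above the mean of all tested compounds plus 3 SD, computed per campaign excluding outliers beyond control limits, cut at about 13% in these data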
NPR2 activator – GC-B (human) receptor activation. actives 0.11% (n = 370,000). activation, % at 10 µM. HEK293-GC-B cells, CNP EC30, cGMP TR-FRET; 0% at EC30 CNP, 100% saturating CNP;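 active means activation at 10 µM reaching about 35% in either raw or pattern-adjusted values, limit read from the data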
NPR1 activator – GC-A (human) enzyme activation. activation, % at 10 µM. actives 0.14% (n = 370,000). P16066. HEK293 GC-A cells, cGMP TR-FRET, EC30 ANP; 0% at EC30 ANP, 100% saturating ANP; in the data active means activation above about 40%
Target sequence (P16066 whole entry, looked up): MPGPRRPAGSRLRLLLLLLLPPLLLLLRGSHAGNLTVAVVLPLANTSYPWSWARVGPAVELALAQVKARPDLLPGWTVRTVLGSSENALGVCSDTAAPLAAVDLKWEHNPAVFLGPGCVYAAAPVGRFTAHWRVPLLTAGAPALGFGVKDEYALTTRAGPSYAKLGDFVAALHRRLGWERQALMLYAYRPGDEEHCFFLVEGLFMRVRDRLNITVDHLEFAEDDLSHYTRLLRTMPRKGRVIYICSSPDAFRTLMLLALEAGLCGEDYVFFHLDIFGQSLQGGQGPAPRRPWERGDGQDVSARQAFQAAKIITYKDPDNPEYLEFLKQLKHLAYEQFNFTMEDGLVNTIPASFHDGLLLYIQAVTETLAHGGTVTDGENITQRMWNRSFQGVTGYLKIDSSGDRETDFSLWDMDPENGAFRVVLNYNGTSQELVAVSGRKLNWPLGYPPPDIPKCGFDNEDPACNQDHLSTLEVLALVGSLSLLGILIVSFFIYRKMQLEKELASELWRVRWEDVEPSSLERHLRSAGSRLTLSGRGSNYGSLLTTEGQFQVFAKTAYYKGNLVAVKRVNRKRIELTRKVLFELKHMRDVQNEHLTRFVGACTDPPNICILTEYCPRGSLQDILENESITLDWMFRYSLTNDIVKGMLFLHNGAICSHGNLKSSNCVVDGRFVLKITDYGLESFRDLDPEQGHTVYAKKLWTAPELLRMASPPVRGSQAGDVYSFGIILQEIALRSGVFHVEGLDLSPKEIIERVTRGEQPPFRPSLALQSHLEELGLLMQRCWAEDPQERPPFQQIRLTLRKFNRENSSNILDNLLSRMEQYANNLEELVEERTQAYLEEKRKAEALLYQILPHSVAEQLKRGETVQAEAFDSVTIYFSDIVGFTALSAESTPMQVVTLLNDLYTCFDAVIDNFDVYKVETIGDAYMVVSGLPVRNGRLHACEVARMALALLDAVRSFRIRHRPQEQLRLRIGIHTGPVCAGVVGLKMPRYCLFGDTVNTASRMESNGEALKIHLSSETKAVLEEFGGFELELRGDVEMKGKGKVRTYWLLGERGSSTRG
ASAP1 GAP inh – inhibitors of human ASAP1 ArfGAP activity. ASAP1-stimulated ARF1 GTP hydrolysis, GDP FP detection. AID 624377. inhibition, % at 16.5 µM. actives 0.19% (n = 360,000); in the data active means inhibition above about 25%;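 further: 0% = vehicle with enzyme and substrate and 100% = no enzyme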
rCAG binder – r(CAG) repeat RNA binding | inhibition, % at 3 µM | TO-PRO-1 dye displacement fluorescence | actives 1.3% (n = 370,000);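 active means inhibition above the plate cutoff, the mean of all test compounds on that plate plus 3 SD, cut at about 35% in these data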;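 further: 0% = DMSO alone and 100% = 100 µM mitoxantrone as full dye displacement; higher means more dye released from RNA so lower well fluorescence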
sPLA2-III inh – Blocks human group III sPLA2 activity; QFRET BODIPY PC-A2 liposome hydrolysis, fluorescence; inhibition, % at 12.2 µM; actives 0.56% (n = 370,000); AID 743126;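 active means inhibition above mean plus 3 SD of compounds lying within the high and low control bounds, cut at about 19% in these data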;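 further: 0% = median of test compound wells and 100% = no enzyme DMSO wells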
Starred values were filed as active, the others as inactive; i = inactive; / = no result given.

Results follow in this order: ASAP1 GAP inh	sPLA2-III inh	NPR1 activator	FXN GAA850 act	ARFGAP1 inh	proKLK7 act	rCAG binder	DDE Tn6 FP inh	ADAM10 inh	NPR2 activator
- CC1C2Cc3ccc(O)cc3C1(C)CCN2CC1CC1 (configuration not stated)
  -8	-1	1	/	-2	-0.1	3	3	-8	-5
- COc1ccc(CCn2c(O)c(/C=N/N3CCOCC3)c(=O)[nH]c2=O)cc1OC
  -13	-3	0	1.6	3	0.1	3	-1	0	-2
- COC(=O)C1=C(c2ccc(S(C)(=O)=O)cc2)C[C@@H]2CC[C@H]1N2C(=O)NC(C)C
  -6	-2	1	1.8	-6	-0.1	2	2	7	8
- CC(C)c1cccc(C(C)C)c1O
  0	4	7	1.6	6	0.3	2	-8	6	-3
- CC(C)n1c(O)c(C=NCc2cccnc2)c(=O)[nH]c1=S
  -8	5	2	1.1	-9	0.1	-3	4	-7	2
- CC(C)(C)n1nnnc1C1CN=C(c2ccccc2)c2cc(Cl)ccc2N1 (configuration not stated)
  /	-7	-4	/	/	0.1	-1	-3	3	-8
- Clc1cccc(C2NCc3ccccc3-n3cccc32)c1 (configuration not stated)
  -7	7	-21	1.7	5	-0.5	-2	4	3	-9
- CCCCn1nnnc1C(CC)N1CCC2(CC1)C(=O)NCN2c1ccccc1 (configuration not stated)
  18	-2	0	/	-1	0.2	0	-6	-19	-1
- CC(C)(C)C(=O)c1cn(Cc2ccccc2)c2ccccc12
  -9	-2	3	0.8	-14	0.8	-6	-6	2	-5
- COc1cc2c(c(OC)c1OC)-c1ccc(O)c(=O)cc1C(NC(C)=O)CC2 (configuration not stated)
  17	-1	0	-1.6	-4	0.0	1	-1	-15	8

Results follow in this order: ASAP1 GAP inh	sPLA2-III inh	NPR1 activator	FXN GAA850 act	ARFGAP1 inh	proKLK7 act	rCAG binder	DDE Tn6 FP inh	ADAM10 inh	NPR2 activator
- C=CCn1c(O)c(C(C)=NCCCN(C)C)c(=O)[nH]c1=O
  -11	0	3	1.2	-7	-0.1	-2	-1	-6	5
- COc1cc2oc(=O)c(CC(=O)N3C[C@H]4C[C@@H](C3)c3cccc(=O)n3C4)c(C)c2cc1Cl
  10	8	0	-1.2	17	-0.2	-3	-2	i	-1
- Clc1ccc(C(c2ccccc2)c2ncc[nH]2)cc1 (configuration not stated)
  -10	-4	-7	0.9	2	-0.1	0	-7	4	-12
- CCn1cc(C(=O)NCc2ccccc2)c2ccccc21
  5	-1	0	0.4	-6	-0.2	0	4	4	1
- COC(=O)C1=C(c2ccc(-c3ccccc3)c(F)c2)C[C@@H]2CC[C@H]1N2C(=O)NCc1cccc2ccccc12
  4	-7	3	-9.3	-1	0.0	3	4	6	3
- CC1(C)CN=C(NCc2ccccc2)S1
  3	-1	-1	1.9	5	0.8	3	-5	1	2
- Cn1c(O)c(/C=C2\C=Nc3ccc(Br)cc32)c(=O)n(C)c1=O
  2	-7	9	3.4	3	0.4	1	-8	3	7
- O=c1[nH]c(=S)n(-c2ccc(Br)cc2)c(O)c1C=Nc1ccc(N2CCOCC2)cc1
  -6	1	5	-4.5	3	0.6	10	-1	-1	-4
- Cc1cc(C)cc(NC2=NCCCS2)c1
  16	4	0	-2.4	-1	0.1	0	-9	-3	-3
- CN1CCN(Cc2c(F)cccc2Cl)CC1
  -7	5	2	0.4	-6	-0.3	2	12	-5	-1

Results follow in this order: ASAP1 GAP inh	sPLA2-III inh	NPR1 activator	FXN GAA850 act	ARFGAP1 inh	proKLK7 act	rCAG binder	DDE Tn6 FP inh	ADAM10 inh	NPR2 activator
- C=CCn1c(O)c(/C=C2/C=CC=N2)c(=O)[nH]c1=O
  -6	0	-7	-1.7	-13	0.0	2	1	-4	-2
- NS(=O)(=O)c1ccc(N=Cc2c(O)n(C3CCCCC3)c(=O)n(C3CCCCC3)c2=O)cc1
  4	1	-4	0.4	5	-0.4	9	1	2	-2
- CCC(=NCCc1ccccc1)c1c(O)n(C2CCCCC2)c(=O)[nH]c1=O
  -14	2	4	2.1	2	-0.1	-3	10	0	11
- C[C@]12CC[C@H](O)CC1=CCC1C2CC[C@@]2(C)C1CC[C@@H]2OCc1ccccc1 (some centres not stated)
  -4	3	-2	0.2	-2	-0.2	3	-5	-3	2
- O=C(c1cc(Cl)cc(Cl)c1)N1Cc2ccccc2-n2nncc2C1
  -4	-1	-7	-0.2	13	-0.3	1	7	-3	-2
- O=C1NC(=S)SC1=Cc1ccc(N(CCCl)CCCl)cc1
  10	-19	-2	1.6	-9	0.3	23	5	-5	-4
- O=C(c1cc(=O)[nH]c2ccc(Br)cc12)N1CCC2(CC1)OCCO2
  1	2	8	1.1	-8	0.3	5	-5	-9	-5
- COC(=O)C(O)(c1ccc(N(C)C)cc1)C(F)(F)F (configuration not stated)
  -6	4	-7	1.3	-7	0.2	-1	11	-6	0
- COc1ccccc1OCCCn1cc(C(C)=O)c2ccccc21
  -10	4	-10	3.7	5	0.4	-3	2	5	-5
- CCOC(=O)c1nc2ccccc2c(=O)n1-c1ccc(C)cc1
  -11	2	-3	1.2	-2	-0.5	-8	2	-5	-3

Results follow in this order: ASAP1 GAP inh	sPLA2-III inh	NPR1 activator	FXN GAA850 act	ARFGAP1 inh	proKLK7 act	rCAG binder	DDE Tn6 FP inh	ADAM10 inh	NPR2 activator
- O=C1NC(=O)N(c2ccc(Cl)cc2)C(=O)/C1=C/c1coc2ccc(O)cc2c1=O
  -2	-14	-1	0.2	0	-8.0	12	-2	-9	-4
- CCN(CCO)c1ccc(N=Cc2c(O)n(C)c(=S)[nH]c2=O)cc1
  4	6	-4	4.0	-1	-0.7	-1	9	6	2
- CCN1CCN(C(=O)COc2ccc(S(=O)(=O)NC(C)C)cc2)CC1
  4	19	-11	-2.0	-2	-0.1	-5	1	-4	-4
- CCOC(=O)[C@]12Cc3c(cc(OC)c(OC)c3OC)[C@H]1N(C(C)C)C(=O)c1cc(OC)ccc12
  1	1	-20	/	-6	0.7	-1	0	-11	-16
- CC1C(c2ccccc2)OCCN1C (configuration not stated)
  -1	11	4	-0.6	-11	0.1	-2	1	-6	2
- NCC1(c2ccc3c(c2)OCCO3)CCCC1
  -12	7	-2	1.9	11	0.7	6	-3	-4	-1
- CC1=C(/C=C/c2ccccc2)CCN(C)C1
  -1	-4	-2	2.9	-2	0.4	-1	7	7	2
- O=c1[nH]c(CN2CC=C(c3ccccc3)CC2)nc2scc(-c3ccccc3)c12
  1	-29	-2	-0.5	7	-0.4	10	4	-15	-2
- C[C@]12CC[C@H](O)C[C@@H]1CC[C@H]1[C@H]3CCC(=O)[C@@]3(C)CC[C@@H]12
  4	5	2	3.8	-4	-0.2	-2	-1	-15	4
- CCOC(=O)[C@]12Cc3ccccc3[C@H]1N(C1CCCCC1)C(=O)c1cc(OC)ccc12
  7	-4	-24	/	3	0.4	2	-2	-13	-16

Results follow in this order: ASAP1 GAP inh	sPLA2-III inh	NPR1 activator	FXN GAA850 act	ARFGAP1 inh	proKLK7 act	rCAG binder	DDE Tn6 FP inh	ADAM10 inh	NPR2 activator
- C/C(=N\N=C(N)N)c1ccccc1
  -9	17	-1	-1.0	2	-0.4	2	0	1	-6
- COc1ccc(CC2C(=O)NC(=O)N(c3ccccc3)C2=O)c(OC)c1 (configuration not stated)
  15	-3	3	-2.7	6	0.5	0	-2	0	1
- COc1ccc(N2C(=O)/C(=C/c3ccc(OC)c(OC)c3)C(=O)NC2=S)cc1
  -12	4	3	2.1	-5	0.4	22	-4	-2	4
- O=C(Nc1cccc(Br)c1)c1c(O)c2c(n(Cc3ccccc3)c1=O)CCCC2
  2	-1	3	1.3	-4	0.3	2	4	3	-1
- CC(C)Oc1ccc(C2C(C#N)=C(N)Oc3c2c(=O)oc2ccccc32)cc1 (configuration not stated)
  -5	-1	-19	1.3	10	0.3	5	-4	-16	0
- COc1ccc(C(=O)C2CCCN(CC3CCCCC3)C2)cc1OC (configuration not stated)
  1	-2	0	1.5	-4	0.6	0	5	-12	0
- O=c1[nH]c(=O)n(Cc2ccco2)c(O)c1C=NCCN1CCOCC1
  3	1	0	-0.3	1	0.1	7	-5	4	-1
- Cc1cc(O)c2c3c(c(=O)oc2c1)CCC(C)C3 (configuration not stated)
  -3	-7	3	0.8	2	0.4	10	2	6	4
- CCCn1ncc(C(=O)O)c1C
  -3	5	2	-1.9	2	0.6	1	1	7	-1
- COc1ccc(CCNCc2ccncc2)cc1OC
  0	6	0	0.5	15	0.1	-2	-5	0	8

Results follow in this order: ASAP1 GAP inh	sPLA2-III inh	NPR1 activator	FXN GAA850 act	ARFGAP1 inh	proKLK7 act	rCAG binder	DDE Tn6 FP inh	ADAM10 inh	NPR2 activator
- COc1ccc(-n2c(/C=C/c3ccc4c(c3)OCO4)nc3ccccc3c2=O)cc1
  2	6	3	-2.2	0	0.3	5	3	2	-4
- COc1ccc(-c2ccc3c(c2)CN(C(=S)NCCc2ccccc2)Cc2cnnn2-3)cc1
  9	-4	0	/	8	-0.9	9	-4	2	-2
- CN1CCN(C(=O)O[C@H]2c3nccnc3C(=O)N2c2ccc(Cl)cn2)CC1
  1	5	3	-0.8	13	-2.2	-5	-2	-11	3
- C=CCn1c(O)c(C(CC)=NCc2cc(OC)cc(OC)c2)c(=O)[nH]c1=O
  -1	-3	1	5.1	-9	-0.1	-1	0	-5	1
- C1CCC2CCCCC2C1 (configuration not stated)
  -3	9	1	-1.7	-3	0.3	2	0	-3	-8
- CN(C)C(=O)O/N=C(\N)COc1ccc(C(C)(C)C)cc1
  9	4	1	-0.5	6	0.6	-3	-1	10	-1
- Cc1ccccc1OP(=O)(Oc1ccccc1C)N1CCOCC1
  8	-5	-10	/	5	0.6	9	6	2	-9
- O=C1/C(=C/c2cc([N+](=O)[O-])ccc2Cl)N2CCC1CC2
  -5	2	-2	3.3	4	0.6	2	-8	-1	0
- O=C(N/N=C/c1c(O)n(-c2cccc3ccccc23)c(=O)[nH]c1=O)c1ccncc1
  -8	-7	1	0.3	0	-1.8	15	4	-6	2
- CN(C)C1CCc2[nH]c3c(F)cc(F)cc3c2C1 (configuration not stated)
  7	-14	-7	1.7	-12	0.5	3	5	-5	-1

An excerpt; the hit share may differ from the screen's.
